# MC4R antag cAMP – MC4R antagonists of cAMP signaling, primary screen, cell-based, TR-FRET, antagonist arm of biased-ligand search | actives 0.48% (n = 360,000) | inhibition, % at 6.5 µM | AID 540295, 2011 | MC4R-expressing cells, MTII-stimulated cAMP, LANCE TR-FRET;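 active means inhibition above its plate's cutoff, the mean of tested wells on that plate plus 3 SD, cut at about 29% in these data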;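 further: 0% = Melanotan II alone and 100% = Melanotan II plus saturating MCL0020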
# Target sequence (P32245 whole entry, looked up): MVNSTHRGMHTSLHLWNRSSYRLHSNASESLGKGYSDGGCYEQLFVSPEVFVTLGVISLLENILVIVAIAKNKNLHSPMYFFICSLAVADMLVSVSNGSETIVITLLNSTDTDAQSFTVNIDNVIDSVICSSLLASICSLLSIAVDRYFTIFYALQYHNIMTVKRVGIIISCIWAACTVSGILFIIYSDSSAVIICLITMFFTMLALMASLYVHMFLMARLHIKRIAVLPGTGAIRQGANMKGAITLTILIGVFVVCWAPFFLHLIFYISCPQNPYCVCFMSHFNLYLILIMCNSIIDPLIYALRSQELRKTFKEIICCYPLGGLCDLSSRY
#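 Material – human MC4R-expressing U2OS cells · Repeats – no replicates · Detection – TR-FRET with Eu-cAMP and labeled anti-cAMP, 671 nm · Times – compound 30 min, challenge 1 h, detection 1 h · Compound – single nominal compound dose of 6.5 µM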
# Exocytosis inh – LAMP-1 surface exposure blockers, TALL-104 cells – cell-based, flow cytometry, MLPCN library, primary screen. TALL-104 LAMP-1 surface exposure; cells stimulated with thapsigargin and PMA. inhibition, % at 10 µM. actives 0.66% (n = 360,000). AID 651702, 2012;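 active means inhibition above about 55%, limit read from the data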
# Glyco luc inh – increase of ERlucT glycosylation luciferase signal, primary screen, N-linked glycosylation inhibitor project, D54 ERlucT cells, luminescence, set 2; D54 ERlucT glycosylation luciferase reporter, 24 h; percent of 100 nM tunicamycin response; reporter increase, % at 12.5 µM; actives 0.23% (n = 360,000);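 active means mean luciferase reporter signal, scaled so untreated is 0 and the glycosylation-blocking control 100, at or above a set limit in every replicate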;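 further: luciferase carries N-glycosylation sites so blocking glycosylation raises the light; 0% = median of neutral control wells and 100% = median of 100 nM tunicamycin wells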
# ABCB6 inh MLPCN – ABCB6 transporter inhibitors, primary screen, K562-ABCB6 cells, flow cytometry, MLPCN library. ATP-binding cassette sub-family B member 6 (Homo sapiens), Q9NP58. K562-ABCB6 porphyrin accumulation, 1 h; stronger effect = lower value. fluorescence ratio to DMSO, % at 10 µM. actives 0.19% (n = 360,000). AID 602162, 2011;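 active means fluorescence ratio to DMSO below 75%, the collection mean minus 3 SD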;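 further: signal is porphyrin accumulated inside mitochondria; 100% equals median channel fluorescence of DMSO control wells; lower ratio means ABCB6 inhibition with less porphyrin fluorescence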
# ABHD5-PLIN5 inh – ABHD5-PLIN5 interaction inhibitors, primary screen, cell lysate, split luciferase complementation, luminescence. Split G. princeps luciferase complementation, 4 h. inhibition, % at 4 µM. actives 0.78% (n = 360,000). AID 602281, 2012;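 active means inhibition above the mean inhibition across every tested compound plus 3 SD, cut at about 22% in these data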;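 further: 0% = DMSO only wells and the 100% control is not disclosed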
# m5-HT2A agonist – mouse Htr2a agonists via beta-arrestin recruitment, primary screen, cell-based, luminescence | activation, % at 7.6 µM | actives 0.66% (n = 360,000) | 5-hydroxytryptamine receptor 2A (Mus musculus), P35363 | CHO-K1 mHTR2A beta-arrestin complementation; percent of 30 µM serotonin response | AID 624169, 2012;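 active means activation above a run cutoff, the mean activation of all tested compounds plus 3 SD, cut at about 14% in these data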;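 further: 0% = plate median of compound wells and 100% = 30 µM serotonin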
# Target sequence (P35363 whole entry, looked up): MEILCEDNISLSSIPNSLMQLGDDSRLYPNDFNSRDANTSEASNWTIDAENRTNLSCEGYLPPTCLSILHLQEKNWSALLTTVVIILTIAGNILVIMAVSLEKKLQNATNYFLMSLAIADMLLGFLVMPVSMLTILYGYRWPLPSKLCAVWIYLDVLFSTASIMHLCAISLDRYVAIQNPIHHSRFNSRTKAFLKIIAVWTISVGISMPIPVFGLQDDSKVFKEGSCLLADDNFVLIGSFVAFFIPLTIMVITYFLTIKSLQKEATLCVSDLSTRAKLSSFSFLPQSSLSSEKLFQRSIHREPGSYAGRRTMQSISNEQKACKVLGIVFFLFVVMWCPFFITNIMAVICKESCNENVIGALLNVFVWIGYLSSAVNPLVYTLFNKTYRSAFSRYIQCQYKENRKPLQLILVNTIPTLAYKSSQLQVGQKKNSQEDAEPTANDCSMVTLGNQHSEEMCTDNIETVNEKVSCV
# Cardio protect – cardioprotection against H2O2-induced cell death, primary screen, uHTS, H9c2 cells, ATPLite luminescence; H9c2 cardiomyocytes, H2O2 injury protection, 2 h; protection from H2O2 cell death, % at 20 µM; actives 0.63% (n = 360,000); AID 588492, 2011;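 active means compounds giving at least 50% protection of heart cells from peroxide-induced death in the single-dose screen, raw or plate-pattern-corrected value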;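 further: 0% = DMSO wells with peroxide and 100% = DMSO wells without peroxide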
# CaV13 ICDI inh – Primary screen for inhibitors of IQ motif and Ca2+-dependent inactivation inhibitor domain binding in CACNA1D, Förster resonance energy transfer in living cells, … | actives 0.098% (n = 340,000) | HEK cells, CFP/YFP FRET ICDI-IQ, plate reader, 10 min; percent FRET-ratio fall versus neutral wells | inhibition, % at 12.3 µM;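 active means mean replicate inhibition of at least 30% and at least 1% of replicates passing that level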;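 further: 0% = median of the neutral control wells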
# PDI turbidity – inhibitors of human PDI, primary screen, biochemical, turbidity, single point, plate reader; actives 0.052% (n = 350,000); AID 588391, 2011; inhibition, % at 10 µM; Protein disulfide-isomerase (Homo sapiens), P07237; PDI insulin aggregation turbidity, A650, 90 min;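 active means mean inhibition across replicates of 30% or more, whatever share of single replicates reach that level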;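 further: absorbance from insulin aggregation driven by PDI reduction with DTT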
# MC4R barr agon – MC4R agonists recruiting beta-arrestin, primary screen, cell-based, luminescence, agonist arm of biased-ligand search; U2OS MC4R beta-arrestin complementation; percent of melanotan II response, DMSO zero; activation, % at 8.9 µM; actives 0.98% (n = 360,000); AID 540308, 2011;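 active means activation above a per-plate cutoff, the mean activation of sample wells on that plate plus 3 SD, cut at about 8% in these data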
# An asterisk follows results filed as active; nt = no result given.
# Under each structure – MC4R antag cAMP, Exocytosis inh, Glyco luc inh, ABCB6 inh MLPCN, ABHD5-PLIN5 inh, m5-HT2A agonist, Cardio protect, CaV13 ICDI inh, PDI turbidity, MC4R barr agon
- CCOc1ccc(S(=O)(=O)N2CCCC(C(=O)NCc3ccco3)C2)cc1 (configuration not stated)
  3, 0, 1, 97, -2, 6, 0, -6, -5, -2.5
- CC(=O)Nc1cccc(-c2ccnc3c2CC(C(=O)NCc2cccnc2)O3)c1 (configuration not stated)
  7, 2, 2, 89, 3, -2, 0, -5, 1, -0.4
- COc1ccc(CNC(=O)[C@H](C)NC(=O)C2CCN(S(=O)(=O)c3ccc(F)cc3)CC2)cc1
  2, -2, 1, 104, -4, -1, 5, -14, 4, -3.4
- Cc1nc2ccc(Oc3ccccc3)cc2s1
  -2, 4, -1, 99, 7, 5, -3, -10, -4, 0.5
- O=C(Cc1ccccc1)Nc1nc(=O)c2ccccc2s1
  9, 2, 3, 100, -18, 1, 32, -2, 0, 0.9
- CC(=O)C(CC(=O)N1CCCc2ccccc21)C(=O)Nc1ccc(F)cc1 (configuration not stated)
  6, 0, -2, 92, -5, -1, -1, -5, 2, -2.4
- CCn1c(=O)cc(OCC(=O)Nc2ccc(C)cn2)c2ccccc21
  -1, 0, -2, 81, -2, 3, 22, -9, -3, -0.7
- Cc1c(CCOC(=O)c2cc([N+](=O)[O-])cc([N+](=O)[O-])c2)sc[n+]1CC(=O)c1ccccc1
  4, -2, 3, 97, 7, -6, -11, -5, 9, -3.1
- Cc1ccc(C(=O)CCC(=O)OCC(=O)N2c3ccccc3NC(=O)C2(C)C)cc1
  1, -1, -2, 96, -1, -2, -10, nt, 1, -2.9
- COC(=O)Cc1c(O)ccn(CCc2c[nH]c3ccccc23)c1=O
  -11, 0, 0, 96, -1, -2, 8, -2, 2, -2.1
- CC1CCN(S(=O)(=O)c2cccc(C(=O)Oc3ccc([N+](=O)[O-])cc3)c2)CC1
  1, -2, 1, 94, 5, 6, 4, -7, -1, 1.8
- COc1ccccc1C(=O)Nc1ccc(N2CCN(S(C)(=O)=O)CC2)cc1
  -10, -2, -3, 100, -5, 4, -6, -3, -4, -1.6
- NC(=O)C1CCCN(C(=O)c2ccc(S(=O)(=O)N3CCCCCC3)cc2)C1 (configuration not stated)
  -5, 5, 1, 94, 6, -3, 0, -5, -1, -3.0
- Cc1ccc(C(=O)N/C(=C\c2ccccc2)C(=O)NCCN2CCOCC2)cc1
  22, 1, 1, 93, 4, 1, -5, -7, 2, -1.3
- Cc1ccc(S(=O)(=O)N2[C@@H](c3ccc(Br)cc3)C(C(=O)O)=CC[C@H]2c2ccc(Cl)c(Cl)c2)cc1
  -4, 5, 0, 100, -15, 2, -11, -5, -3, -1.2
- CCc1ccc(N(C(=O)c2snc(C(N)=O)c2N)C(C(=O)NC2CCCC2)c2ccco2)cc1 (configuration not stated)
  2, 21, -1, 91, -1, 2, 33, -3, -12, -0.4
- Cc1ccc(SCC(=O)Nc2cc(S(=O)(=O)N3CCCCC3)ccc2C)cc1
  13, 20, -3, 102, 3, -12, -2, -6, -1, -1.0
- CCCC(=O)Nc1ccc(S(=O)(=O)Nc2cc(C)nc(C)n2)cc1
  -4, -2, 1, 88, -2, 2, 4, nt, 2, -1.0
- CCOc1ccc(NC(=O)c2cccc3c2C(=O)N(Cc2cccnc2)C3)cc1
  22, 1, -4, 91, 14, 4, 0, nt, 2, -0.8
- COc1ccc(CNC(=O)c2ccc(Cl)c(S(=O)(=O)N3CCCCCC3)c2)cc1
  -7, 1, -2, 89, -4, -1, -8, -11, 16, -1.5
- Cc1ccccc1OCC(=O)Nc1ccc([N+](=O)[O-])cc1
  -9, -1, -2, 99, 11, -2, -7, 2, 15, 6.2
- O=C(CSc1nnc(-c2ccc(O)cc2)n1Cc1ccco1)c1cccs1
  -3, -5, 2, 96, -4, -4, -6, -4, 0, -0.7
- COc1ccc(S(N)(=O)=O)cc1C(=O)NCC(C)(C)N1CCCCC1
  1, -6, -1, 91, 0, 2, 4, -4, 8, -1.3
- Cc1ccc(C2C(C#N)=C(N)Oc3c2c(=O)n(C)c(=O)n3C)cc1 (configuration not stated)
  2, 1, 3, 87, 2, 0, 4, nt, 4, -2.0
- Cc1ccc2c(c1)cc(C(=O)N[C@@H](Cc1ccccc1)C(=O)O)n2C
  6, 0, 1, 97, 4, -8, 0, -7, -1, -1.6
- COc1ccccc1CN(C)CC(=O)Nc1cccc(S(=O)(=O)N2CCCCC2)c1
  5, 3, -7, 92, -6, -1, -11, nt, -3, -2.4
- COc1ccc(Cc2nnc(NS(=O)(=O)c3ccc([N+](=O)[O-])cc3)s2)cc1
  4, -1, 0, 96, -11, 0, -3, -5, 10, -2.5
- N#C/C(=C\c1c[nH]c2ccccc12)C(N)=O
  -2, -7, -3, 101, 1, 3, 11, -5, -3, -2.5
- O=[N+]([O-])c1cccc(-c2nnc3ccc4ccccc4n23)c1
  -1, 7, 4, 100, -3, 1, 2, -4, -5, -1.2
- COc1ccc(NC(=O)C(C)N(C)Cc2ccc3ccccc3c2)cc1 (configuration not stated)
  -1, -15, -1, 91, -7, -15, -14, -4, -2, -1.3

# Four entries from above in a different format.
Compound: O=C(Cc1ccccc1)Nc1nc(=O)c2ccccc2s1
- MC4R antag cAMP: 9
- Exocytosis inh: 2
- Glyco luc inh: 3
- ABCB6 inh MLPCN: 100
- ABHD5-PLIN5 inh: -18
- m5-HT2A agonist: 1
- Cardio protect: 32
- CaV13 ICDI inh: -2
- PDI turbidity: 0
- MC4R barr agon: 0.9
Compound: Cc1ccc(SCC(=O)Nc2cc(S(=O)(=O)N3CCCCC3)ccc2C)cc1
- MC4R antag cAMP: 13
- Exocytosis inh: 20
- Glyco luc inh: -3
- ABCB6 inh MLPCN: 102
- ABHD5-PLIN5 inh: 3
- m5-HT2A agonist: -12
- Cardio protect: -2
- CaV13 ICDI inh: -6
- PDI turbidity: -1
- MC4R barr agon: -1.0
Compound: Cc1ccc(C2C(C#N)=C(N)Oc3c2c(=O)n(C)c(=O)n3C)cc1 (configuration not stated)
- MC4R antag cAMP: 2
- Exocytosis inh: 1
- Glyco luc inh: 3
- ABCB6 inh MLPCN: 87
- ABHD5-PLIN5 inh: 2
- m5-HT2A agonist: 0
- Cardio protect: 4
- CaV13 ICDI inh: nt
- PDI turbidity: 4
- MC4R barr agon: -2.0
Compound: CCOc1ccc(S(=O)(=O)N2CCCC(C(=O)NCc3ccco3)C2)cc1 (configuration not stated)
- MC4R antag cAMP: 3
- Exocytosis inh: 0
- Glyco luc inh: 1
- ABCB6 inh MLPCN: 97
- ABHD5-PLIN5 inh: -2
- m5-HT2A agonist: 6
- Cardio protect: 0
- CaV13 ICDI inh: -6
- PDI turbidity: -5
- MC4R barr agon: -2.5

# Next structures
# Letters – A = MC4R antag cAMP; B = Exocytosis inh; C = Glyco luc inh; D = ABCB6 inh MLPCN; E = ABHD5-PLIN5 inh; F = m5-HT2A agonist; G = Cardio protect; H = CaV13 ICDI inh; I = PDI turbidity; J = MC4R barr agon
CC1(C)OC(=O)C2=C(C[C@@H](CCc3ccccc3)O[C@@H]2c2ccc(Cl)cc2)O1
  A = nt; B = 7; C = nt; D = 107; E = -3; F = 0; G = nt; H = -6; I = nt; J = nt

O=S(=O)(NC1CC1)c1ccc(S(=O)(=O)N2CCN3CCCC3C2)cc1 (configuration not stated)
  A = -1; B = 0; C = -1; D = 96; E = -5; F = 1; G = 3; H = -11; I = 3; J = -0.5

COc1ccccc1/C=N/n1nnnc1N
  A = 5; B = -8; C = 1; D = 101; E = -7; F = 7; G = 4; H = -3; I = 1; J = 0.9

O=C(CSc1nc2ccccc2c(=O)n1CCCN1CCOCC1)N1CCN(c2ccccc2)CC1
  A = 5; B = -1; C = 1; D = 88; E = 6; F = -6; G = 18; H = -7; I = -7; J = 0.2

CCc1cc(=O)oc2cc(C)cc(OCC(=O)NCCN3CCOCC3)c12
  A = 1; B = -1; C = 2; D = 95; E = 7; F = -1; G = 4; H = -16; I = -3; J = -1.1

O=C(NCCN1C(=O)S/C(=C\c2ccc(Cl)c([N+](=O)[O-])c2)C1=O)C1=COCCO1
  A = 29*; B = 8; C = 17; D = 102; E = 16; F = -4; G = -12; H = -13; I = -1; J = -3.8

COC(=O)[C@@]1(Cc2ccccc2)[C@H]2C(=O)N(Cc3ccccc3)C(=O)[C@H]2[C@H]2CN=C(SCc3ccc(Cl)cc3)N21
  A = 3; B = 0; C = -5; D = 98; E = -1; F = -9; G = -4; H = -5; I = -2; J = -1.3

O=C1CCN(Cc2ccc(Cl)cc2)N1
  A = 11; B = 1; C = 2; D = 97; E = -1; F = -1; G = -1; H = -4; I = -11; J = 0.0

O=C(O)c1ccccc1-c1ccccc1C(=O)Nc1ccccc1
  A = -3; B = -1; C = 1; D = 91; E = -9; F = -10; G = 6; H = -2; I = 4; J = -1.6

O=[N+]([O-])c1ccc(Nc2nc(N/N=C/c3cccc(F)c3)nc(N3CCCC3)n2)cc1
  A = 3; B = 2; C = -8; D = 94; E = -2; F = -3; G = 84*; H = -2; I = -11; J = -1.7

O=C(CN1C(=O)/C(=C/c2ccccc2F)Sc2ccccc21)NCCCN1CCOCC1
  A = -3; B = 2; C = -4; D = 99; E = 7; F = -14; G = 17; H = -5; I = 1; J = 0.0

Cc1cc(C)nc(NC(N)=NCCc2ccccc2)n1
  A = -15; B = 7; C = -9; D = 93; E = 4; F = -6; G = -10; H = -5; I = 4; J = -0.5

Clc1ccc2nc(-c3ccco3)c(Cc3ccsc3)n2c1
  A = nt; B = 53; C = 1; D = 106; E = 49*; F = -5; G = -2; H = -8; I = nt; J = nt

O=C(c1ccncc1)c1nccn1-c1ccccn1
  A = 6; B = 0; C = 1; D = 83; E = 2; F = -3; G = 0; H = nt; I = 7; J = 0.1

CC1(C)NC(=O)N(CC(O)CN(Cc2ccccc2)Cc2ccccc2)C1=O (configuration not stated)
  A = 5; B = 0; C = 0; D = 98; E = -1; F = -2; G = -1; H = -4; I = -2; J = -1.6

CCc1cccc(N(C(=O)c2csnn2)C(C(=O)NC2CCCCC2)c2cccnc2)c1 (configuration not stated)
  A = 3; B = -8; C = 0; D = 99; E = -11; F = -1; G = 0; H = -5; I = -7; J = 0.3

O=C(OCC(=O)N1CCN(C(=O)c2ccco2)CC1)c1sc2cc(F)ccc2c1Cl
  A = 3; B = 0; C = 2; D = 94; E = 2; F = 6; G = -6; H = -4; I = 0; J = -1.2

CC(CN1CCCCC1)OC(=O)CCc1ccccc1 (configuration not stated)
  A = 7; B = 14; C = -1; D = 95; E = -2; F = 0; G = 0; H = -4; I = 2; J = 0.0

# Bioassay records from PubChem.
